Furin inhibitor = human furin inhibitors, primary screen, biochemical, fluorescence intensity; 220,000 compounds, 0.061% hits; inhibition, % at 30 µM; P09958; purified furin, fluorogenic substrate cleavage; in the data active = inhibition above about 25%; also: inactives centre near -15
14-3-3 Bad inh = inhibitors of 14-3-3 zeta/Bad binding, primary screen, biochemical, TR-FRET, bovine 14-3-3 zeta. 14-3-3 protein zeta/delta (Bos taurus), P63103. TR-FRET 14-3-3zeta/Dy647-pBad peptide displacement, 1 h. inhibition, % at 21.7 µM. 220,000 compounds, 0.71% hits. AID 781, 2007;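 active = inhibition above about 70%, limit read from the data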;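 also: 0% = full 14-3-3 plus peptide FRET controls and 100% = background without 14-3-3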
eIF4E-4G inh = eIF4E–eIF4G protein interaction inhibitors, primary screen, biochemical, uHTS, TR-FRET, eIF4GI fragment; 220,000 compounds, 0.37% hits; AID 782, 2007; Eukaryotic translation initiation factor 4E (Mus musculus) + Eukaryotic translation …; TR-FRET eIF4E-eIF4GI(517-606) binding, 2 h; inhibition, % at 21.7 µM;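 also: 0% = full FRET control wells and 100% = background wells lacking eIF4GI fragment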
NCF1 inh = p47phox/p22phox peptide binding inhibitors, primary screen, biochemical, uHTS, NADPH oxidase regulatory subunit; Neutrophil cytosol factor 1 (Homo sapiens), P14598; fluorescence polarization, 2 h; inhibition, % at 24.7 µM; 220,000 compounds, 0.53% hits;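 also: 0% = p47phox with labelled peptide and 100% = labelled peptide alone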
EBV gp42 block = Epstein-Barr virus gp42 inhibitors, primary screen, biochemical, uHTS, fluorescence polarization; Glycoprotein 42 (Epstein-Barr virus (strain AG876)), Q1HVG2; Fluorescence polarization binding assay, mP read-out; inhibition, % (tested at 21.74 µM); 220,000 compounds, 0.42% hits; in the data active = inhibition above about 50%
Cl transport mod = KCC2 cotransporter modulators, thallium flux, primary screen, cell-based, HEK293 KCC2, FluoZin-2 fluorescence, MLSMR; KCC2 cells, thallium flux FluoZin-2 fluorescence; B-score of Tl+ flux slope (higher = more flux/activation; lower = inhibition) at 10 µM; 190,000 compounds, 2.2% hits; AID 1456, 2008;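 active = thallium flux slope and its plate-corrected score both differing from the plate sample mean at a set confidence after two filtering rounds, in either direction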;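 also: slope of fluorescence scaled to starting intensity during 10 to 20 s after thallium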
hK5 inh = human KLK5 protease inhibitors, primary screen, biochemical, 1536-well | AID 873, 2007 | inhibition, % at 5 µM | 210,000 compounds, 0.59% hits | recombinant hK5, fluorogenic AMC substrate cleavage;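 active = inhibition of 40% or more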;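 also: 0% = enzyme controls without compound and 100% = no-enzyme blanks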
Rad51 HR inh = human RAD51 strand exchange inhibitors, primary screen, biochemical, fluorescence. hRad51 DNA strand exchange, fluorescence dequenching. 200,000 compounds, 0.085% hits. AID 1385, 2008. inhibition, % at 10 µM. DNA repair protein RAD51 homolog 1 (Homo sapiens), Q06609;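 active = inhibition above 40% at the single screening dose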;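 also: 0% = DMSO control wells and 100% = blanks with heterologous ssDNA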
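material = hRad51 filaments on single-stranded DNA | reagent = Donor/quencher-labelled 47-bp dsDNA substrate | compound = 10 µM final, single point | schedule = strand-exchange reaction 15 min at room temperature | measured by = fluorescein emission 520 nm, excitation 485 nm | read-out basis = % inhibition versus plate control and blank means | benchmarks = plate controls and plate blanks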
thrombin 1536 = human alpha-thrombin inhibitors, primary screen, counter-screen for coagulation protease inhibitor project, biochemical, 1536-well, fluorogenic AMC substrate. Boc-VPR-AMC fluorogenic substrate cleavage. inhibition, % at 5 µM. 220,000 compounds, 0.26% hits. AID 1046, 2008;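 active = inhibition at or above 40%; inactive = inhibition below 40%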;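 also: 0% = enzyme with no compound and 100% = wells without enzyme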
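System – human alpha-thrombin protein · Reagent – Boc-VPR-AMC substrate, 15 µM final · Compound – 5 µM single dose in 0.2% DMSO · Schedule – reaction at room temperature · Technique – AMC fluorescence at 355 nm excitation and 460 nm emission · Read-out basis – % inhibition relative to enzyme controls and enzyme-free blanks · Control set – no-compound enzyme wells and no-enzyme blanks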
Numbers without * were called inactive; / = no result given; [ ] = remark or other dose.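 The calls were made as follows, unless noted: active = inhibition above about 30% (limit read from the data); inactive = the rest.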 No enrichment for hits, and some 4.7% of all compounds hit somewhere here.

Compound	Furin inhibitor	14-3-3 Bad inh	eIF4E-4G inh	NCF1 inh	EBV gp42 block	Cl transport mod	hK5 inh	Rad51 HR inh	thrombin 1536
Cc1ccc(Sc2ccc(CO)cc2[N+](=O)[O-])cc1	-29.1	-9.1	-0.9	-21.0	-3.2	-0.68	-16.7	3.7	1.8
Cc1ccc(/C=N/NC(=O)CNC(=O)c2ccc(C)c([N+](=O)[O-])c2)o1	-28.6	-5.7	-5.2	-9.8	0.1	-0.43	-2.9	1.4	-8.7
O=C(Nc1ccc(S(=O)(=O)NCCc2ccccc2)cc1)c1ccco1	-5.4[20 µM]	-0.2	2.2	-11.1	-9.0	-0.87	-5.6	0.5	3.3
Cc1ccc(N(C)C(=O)N2CCN(S(=O)(=O)c3ccc4ccccc4c3)CC2)cc1	-7.1[20 µM]	-15.4	-2.1	-6.9	-6.7	-0.195	-0.2	-57.1	0.0
Cc1ccc(OC(=O)c2cc(C)nn2C(C)(C)C)cc1	-31.3	0.3	-3.8	-1.4	-4.0	0.0931	0.8	2.2	-1.8
O=C(CN(c1ccc(Cl)c(C(F)(F)F)c1)S(=O)(=O)c1ccccc1)N1CCOCC1	-24.2	-0.8	1.2	-3.0	-10.5	-0.714	-1.2	10.6	1.0
Cc1ccc(Cl)cc1N1CCN(C(=O)Cc2cn(C)c3ccccc23)CC1	0.6[20 µM]	1.0	-2.6	-0.5	-2.1	-0.412	-2.9	1.6	-3.4
Cc1ccc(S(=O)(=O)N2CCCCC2C(=O)N2CCN(Cc3ccccc3)CC2)cc1 (stereo unspecified)	-27.6	48.6	3.8	6.7	-20.6	-1.73	-1.6	-3.2	-1.4
COc1ccc(NC(=S)N(CCc2c(C)[nH]c3ccc(C)cc23)Cc2ccco2)cc1	-10.0	2.8	-4.9	-21.5	-11.6	0.083	-11.1	/	-2.7
CCOC12CC(C)(C)CC(C)(CC3=C1C(=O)CC(C)(C)C3)C2 (stereo unspecified)	-3.1	-11.2	-4.3[fluorescence artefact?]	-6.8	-23.2	-0.447	-16.3	0.3	3.7
O=C(O)c1cccc(-c2nnn(Cc3ccccc3)n2)c1	-11.2[20 µM]	5.1	-3.2	-5.3	-7.6	0.0264	-6.9	-3.5	-1.8
Cc1c(Br)c([N+](=O)[O-])nn1C(C)C(=O)NCc1cccs1 (stereo unspecified)	-20.0[20 µM]	-4.0	3.1	-4.7	-28.6	/	-5.4	-10.4	3.6
CCc1nnc(NC(=O)CSc2nnc(-c3cccnc3)n2CCc2ccccc2)s1	-13.2	4.7	1.0	0.4	-2.0	0.25	-21.5	-7.5	5.4
C[N+]1(CN2C(=O)C3C4C=CC(C4)C3C2=O)CCCCC1 (stereo unspecified)	-21.8	-8.5	2.2	-1.9	-44.8	0.153	0.0	-3.1	-2.8
COc1ccc(CC(=O)NCc2ccc3c(c2)cc(C)n3C)cc1OC	-23.2	-6.6	2.4	-4.9	-21.6	-1.38	-0.8	9.1	-11.0
Cn1c(=O)[nH]c(=O)c2c1nc(NC1CCCCC1)n2Cc1ccccc1	-2.4	2.2[fluorescence artefact?]	3.1	-1.8	-8.8	-0.259	-5.1	7.0	-2.8
O=C(CSCc1cnn(-c2ccccc2)c1-n1cccc1)NCc1cccnc1	-21.9	-8.8	-0.5	-9.1	-5.3	-0.124	-1.6	-2.4	-8.3
COc1ccc(CCSc2nnc(C3CCCCC3)n2N)cc1	-15.6[20 µM]	10.6	-3.9	-8.5	-11.8	/	0.5	-0.1	-3.8
COc1cccc(C(=O)NNC(=S)NC2CCCCC2)c1	-19.1	-13.0	1.3[fluorescence artefact?]	-0.6	4.8	0.0235	-39.9	-3.1	-11.4
CCn1c(CNc2ccc(F)cc2)nnc1SCC(=O)N1CCCc2ccccc21	-33.1	1.3	0.9	-16.6	-27.5	-0.634	-0.8	-4.2	-13.5
CCOc1cc(N2CCOCC2)c(OCC)cc1NC(=O)c1cc(C)cc(C)c1	-11.5	-9.2	4.3	-7.8	-14.3	/	6.8	1.2	4.6
Cc1cc(-c2ccccc2C(=O)Nc2ccccc2O)on1	-17.3	-2.2	0.1	-6.8	-11.0	0.156	-5.8	3.3	-6.2
Cc1ccc(NC(=O)C2CCN(C(=O)NC3CCCCC3)CC2)c(C)c1	-11.4[20 µM]	-8.0	5.0	-4.9	-4.3	1.27	-5.5	0.9	0.4
c1ccc(-c2nccc(-c3ccc4c(c3)OCO4)n2)cc1	-20.7	3.5	1.9	-22.6	9.4	0.524	21.3	-1.1	-2.5
CCn1nc2cc(C(=O)NCc3cc(C(F)(F)F)cc(C(F)(F)F)c3)ccc2c1OC	0.2[20 µM]	0.3	-11.0	-7.1	-3.5	-0.702	-17.2	1.4	-7.1

Next section; it opens with the 4 that closed the last part.
Compound	Furin inhibitor	14-3-3 Bad inh	eIF4E-4G inh	NCF1 inh	EBV gp42 block	Cl transport mod	hK5 inh	Rad51 HR inh	thrombin 1536
Cc1cc(-c2ccccc2C(=O)Nc2ccccc2O)on1	-17.3	-2.2	0.1	-6.8	-11.0	0.156	-5.8	3.3	-6.2
Cc1ccc(NC(=O)C2CCN(C(=O)NC3CCCCC3)CC2)c(C)c1	-11.4[20 µM]	-8.0	5.0	-4.9	-4.3	1.27	-5.5	0.9	0.4
c1ccc(-c2nccc(-c3ccc4c(c3)OCO4)n2)cc1	-20.7	3.5	1.9	-22.6	9.4	0.524	21.3	-1.1	-2.5
CCn1nc2cc(C(=O)NCc3cc(C(F)(F)F)cc(C(F)(F)F)c3)ccc2c1OC	0.2[20 µM]	0.3	-11.0	-7.1	-3.5	-0.702	-17.2	1.4	-7.1
O=c1c2cc(NC(=S)N3CCC(N4CCCCC4)CC3)ccc2nc2n1CCCCC2	-22.3	-8.8	4.6	-9.5	-4.4	1.12	4.2	9.9	-0.7
Cc1cc(C)cc(-n2nnc(C(=O)NCc3ccccc3)c2N)c1	-22.2	-16.3	11.7	-10.0	0.4	0.279	7.3	3.2	-1.4
N#Cc1cccc(NC(=O)COC(=O)c2ccc3c(=O)n4c(nc3c2)CCC4)c1	-12.7	-1.0	10.3	-3.4	0.9	-0.382	-3.8	-7.3	-6.5
O=C(CN1CCOCC1)NN=C(c1ccccc1)c1ccccc1	-8.3	-3.0	1.2	2.3	3.5	0.27	/	/	-2.8
COc1ccc(CN(C(=O)c2cccs2)c2nccs2)cc1OC	-15.2[20 µM]	-16.7	-2.7	-0.8	-5.7	-1.04	-4.4	-6.8	2.5
COc1ccc2c(CC(=O)Nc3ncc(C)s3)coc2c1	-15.4	3.4	0.6	-4.3	1.3	-0.991	3.5	-1.2	-8.7
CCc1nn(CCCN2CCN(c3cccc(Cl)c3)CC2)c(=O)n1CCOc1ccccc1	/	-0.3	4.2	-7.4	-6.2	-0.678	/	-1.9	/
COc1ccc(NC(=O)c2cccs2)cc1	-11.2[20 µM]	-0.1	3.1	3.0	-15.5	0.027	-3.4	-0.8	-1.7
CC(C)CC(=O)Nc1cccc(-c2nc3ccccc3o2)c1	-23.1	-14.1	13.4	-1.0	-6.5	-0.519	2.8	1.2	0.2
COc1ccc2nc(SCC(=O)NC3CCCc4ccccc43)[nH]c2c1 (stereo unspecified)	-5.1	-13.0	-3.0	-10.3	-3.1	0.102	-18.5	7.1	1.1
CC(=O)c1c(C)nc2ccc(C)cc2c1-c1ccccc1	6.3	-7.0	-4.3	1.0	11.5	-1.7	-5.0	-0.6	-15.2
O=C(Oc1ccc(/C=N/NC(=O)c2ccccc2O)cc1)c1ccccc1	-17.5[20 µM]	-9.3	-9.0	-1.4	1.0	0.279	-27.8	-16.3	-2.8
CCn1c(CC(C)C)n[nH]c1=S	-10.8	6.8[fluorescence artefact?]	2.5	-14.8	-9.2	/	22.8	8.0	0.3
CCOC(=O)C1(Cc2ccc(Cl)cc2)CCN(C(=O)c2ccoc2)CC1	-21.5	0.1	1.2	-11.3	-4.6	/	/	-2.6	1.4
Cc1cccc(NC(=O)c2ccc(NCCc3ccccc3)c([N+](=O)[O-])c2)c1	-20.7	-9.3[fluorescence artefact?]	-0.2	-76.9	-185.7	-0.802	-19.9	/	-3.9
NC(=O)c1ccc(-n2nc(C(F)(F)F)c3c2CCCC3)cc1	-16.4	-0.9	-0.6	-9.0	-5.2	-2.12	-4.2	-7.2	-2.4
NCCS(=O)(=O)NC1CCCCC1	-35.2	1.0	-1.8	-2.4	-9.3	0.123	0.4	-2.2	-6.6
COc1ccc(N2C(=O)CC(Nc3ccc(C)cc3)C2=O)cc1 (stereo unspecified)	5.5[20 µM]	-5.0	-3.1	-8.8	-15.5	0.239	-28.2	1.8	-3.8
CCOc1ccc(Nc2oc(-c3ccc(Cl)cc3)nc2C#N)cc1	-24.5[20 µM]	-15.2	0.7	1.5	0.9	0.942	-7.7	-7.0	-5.6
O=C(O)c1ccn2c(C(=O)c3ccccc3)c(-c3ccccc3)cc2c1	-9.0	-12.5	2.0	-1.7	-0.3	-3.22	-1.3	4.2	-0.1
Cc1nn(CC(=O)Nc2sc3c(c2C#N)CCC(C(C)(C)C)C3)c(C)c1[N+](=O)[O-] (stereo unspecified)	-3.5	6.5	2.5	-9.3	-0.9	/	3.3	10.4	-19.7
Cc1ccccc1C1c2[nH]c3ccccc3c2CCN1C(=O)c1ccc(=O)n(C)n1 (stereo unspecified)	-24.1	-13.2	0.4	-2.5	-0.4	-0.502	/	17.2	-3.6
CCCCOP(=O)(c1ccc(N(C)C)cc1)C(O)c1cc(OC)c(OC)c(OC)c1 (stereo unspecified)	-12.5	2.2	6.2	-9.6	-19.2	0.788	-0.3	9.3	-2.0
CC1CCC(C(C)C)C(OC(=O)C[n+]2cc(-c3ccc(Cl)cc3)n3c2CCC3)C1 (stereo unspecified)	-17.5	-3.4	2.1	-3.2	-3.1	-0.79	-5.6	/	-8.1
O=C(c1ccc([N+](=O)[O-])o1)N1CCOCC1	-24.5	-6.0	-0.8	-6.5	-19.9	0.154	5.2	/	-0.4
COCC(C)n1c(COc2ccccc2F)nnc1SCc1c(C)noc1C (stereo unspecified)	-13.1	0.4	5.0	-4.4	-11.2	-0.0214	-8.4	0.0	3.0
CN(C)C(=O)c1cc2cc(Br)ccc2s1	-15.3	-6.6	-0.5	-7.1	-3.6	-0.0515	-0.9	5.9	-5.3
CC1CC(N(C(=O)c2ccco2)c2ccccc2)c2ccccc2N1 (stereo unspecified)	-24.2	-9.7	0.4	-11.3	-5.2	-1.18	-2.0	2.1	2.7

High-throughput results as filed in PubChem.
